RAD54 inh: inhibitors of human RAD54 branch migration; Q92698; RAD54 Holliday junction branch migration, FAM/BHQ fluorescence; inhibition, % at 10.4 µM; hit rate 0.14% among 360,000;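 active = mean normalized replicate activity at least 40 and at least half of replicates scoring 40 or more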;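 also: 0% = median of neutral control wells and 100% = median of positive control wells; inhibitors cause a drop in the FAM fluorescence signal; in these data hits start at about 50%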
Target sequence (Q92698 whole entry, looked up): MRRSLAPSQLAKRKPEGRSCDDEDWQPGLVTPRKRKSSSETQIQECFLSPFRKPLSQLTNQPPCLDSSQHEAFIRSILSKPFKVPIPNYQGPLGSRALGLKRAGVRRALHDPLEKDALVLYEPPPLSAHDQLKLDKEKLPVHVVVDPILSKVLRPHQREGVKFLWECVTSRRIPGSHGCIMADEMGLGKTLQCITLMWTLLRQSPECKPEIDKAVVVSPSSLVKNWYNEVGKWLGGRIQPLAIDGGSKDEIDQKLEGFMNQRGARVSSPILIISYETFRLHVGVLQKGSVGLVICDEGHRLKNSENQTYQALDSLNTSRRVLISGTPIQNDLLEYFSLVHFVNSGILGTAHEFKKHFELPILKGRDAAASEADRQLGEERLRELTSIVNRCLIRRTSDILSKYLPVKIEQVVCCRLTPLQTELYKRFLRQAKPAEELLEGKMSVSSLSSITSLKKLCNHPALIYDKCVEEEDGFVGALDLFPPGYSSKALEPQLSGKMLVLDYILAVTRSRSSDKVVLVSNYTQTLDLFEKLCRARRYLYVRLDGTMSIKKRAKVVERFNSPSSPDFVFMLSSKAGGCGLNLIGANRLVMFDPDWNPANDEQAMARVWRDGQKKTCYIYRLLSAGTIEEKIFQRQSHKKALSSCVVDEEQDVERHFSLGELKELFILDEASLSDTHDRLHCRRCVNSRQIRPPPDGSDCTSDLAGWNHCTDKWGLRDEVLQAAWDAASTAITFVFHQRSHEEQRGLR
GSIS activator: GLuc luminescence reporter in INS-1E cells, primary screen for activators of glucose-dependent secretion of insulin; INS-1E GLuc reporter insulin secretion, 2-3 h; activation, % at 16.6 µM; hit rate 0.61% among 370,000;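 active = lowest replicate activation of at least 40%, so every replicate reaches that level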;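 also: 0% = median of neutral control wells and 100% = median of IBMX positive control wells; some compounds called inactive have numbers as strong as hits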
* hit, by the source's call. Some of the compounds tested. The share of hits here may be higher or lower than overall.

SMILES | RAD54 inh | GSIS activator
O=C(CNCCC1=CCCCC1)Nc1ccccc1N1CCCCC1 | -1 | -12
O=C(Nc1nnc(C2CC2)s1)c1cc(S(=O)(=O)N2CCN(c3ccccc3)CC2)ccc1Cl | -1 | -25
CC(CN1CCOCC1)OC(=O)c1ccc2c(c1)OCCO2 (configuration not stated) | -13 | -5
CCn1c(=O)c(C(=O)NCCNCCO)c(O)c2ccccc21 | 18 | 23
Cc1occc1-c1nnc(SCC(=O)N(C)CCC#N)n1N | -14 | 0
CC(=O)NCCOc1nc(N(C)C)nc(N(C)C)n1 | -1 | 2
CN(C)c1ccc(NC(=O)CC(NCc2ccccn2)C(=O)O)cc1 (configuration not stated) | -4 | 24
O=C(Cn1nnc(-c2cccc(C(F)(F)F)c2)n1)N1CCCCCC1 | 1 | -17
COc1ccc(CCC(=O)Nc2ccc(-c3noc(-c4ccc(OC)c(OC)c4)n3)cc2)cc1 | 3 | 0
C[C@H](N)c1nnc(SCC(=O)c2ccc(Cl)cc2)o1 | -1 | 7
CCC(c1nnnn1C1CCCC1)N(Cc1cccs1)Cc1cc2cccc(C)c2[nH]c1=O (configuration not stated) | -1 | 2
COc1ccccc1Cc1nc(-c2ccc(C)cc2)no1 | -20 | -10
CC(=O)C1CCN(Cc2ccccc2)CC1 | 0 | 7
Cn1c(=O)n(CCc2ccccc2)c(=O)c2c1nc1n2CCCN1CCc1ccccc1 | 1 | 3
O=C(N/N=C/c1ccc(Sc2nc3ccccc3s2)c([N+](=O)[O-])c1)c1ccccn1 | 6 | -1
COC(=O)CN(c1nc(C)cc(OC)n1)S(=O)(=O)c1ccc(C)cc1 | 4 | 13
O=[N+]([O-])c1cc(C(F)(F)F)ccc1NCCc1c[nH]c2ccc(O)cc12 | 6 | -43
CCOC(=O)N1CCN(C(=O)CSc2nnc(Cc3cccn3C)n2CCc2ccccc2)CC1 | 4 | -13
CC(=O)Nc1ccc(S(=O)(=O)NCc2cn3c(C)csc3n2)cc1 | -8 | 15
CCOc1ccc2nc(NC(=O)CSc3nc4c(c(=O)n(C)c(=O)n4C)n3C(C)C)sc2c1 | 7 | 5
COc1ccc(CNC(=O)c2ccc(S(=O)(=O)N3CCCC3)cc2)cc1OC | 2 | 16
CCSc1ccccc1C(=O)N1CCN(Cc2ccc3c(c2)OCO3)CC1 | -7 | 14
Cc1cc(N)n2ncc(-c3ccc(Cl)cc3)c2n1 | 3 | -17
COc1cc(C2=NOC(C(=O)N3CCCCCC3)C2)cc(OC)c1OC (configuration not stated) | -1 | 9
COc1ccc2c(c1)C(C1=C(O)CC(C)(C)CC1=O)C1=C(CC(C)(C)CC1=O)O2 (configuration not stated) | -8 | 1

An excerpt taken from the entries so far, for reference:
SMILES | RAD54 inh | GSIS activator
CCn1c(=O)c(C(=O)NCCNCCO)c(O)c2ccccc21 | 18 | 23
Cc1occc1-c1nnc(SCC(=O)N(C)CCC#N)n1N | -14 | 0
CC(=O)NCCOc1nc(N(C)C)nc(N(C)C)n1 | -1 | 2
CN(C)c1ccc(NC(=O)CC(NCc2ccccn2)C(=O)O)cc1 (configuration not stated) | -4 | 24
O=C(Cn1nnc(-c2cccc(C(F)(F)F)c2)n1)N1CCCCCC1 | 1 | -17
COc1ccc(CCC(=O)Nc2ccc(-c3noc(-c4ccc(OC)c(OC)c4)n3)cc2)cc1 | 3 | 0
C[C@H](N)c1nnc(SCC(=O)c2ccc(Cl)cc2)o1 | -1 | 7
CCC(c1nnnn1C1CCCC1)N(Cc1cccs1)Cc1cc2cccc(C)c2[nH]c1=O (configuration not stated) | -1 | 2
COc1ccccc1Cc1nc(-c2ccc(C)cc2)no1 | -20 | -10
CC(=O)C1CCN(Cc2ccccc2)CC1 | 0 | 7
Cn1c(=O)n(CCc2ccccc2)c(=O)c2c1nc1n2CCCN1CCc1ccccc1 | 1 | 3
O=C(N/N=C/c1ccc(Sc2nc3ccccc3s2)c([N+](=O)[O-])c1)c1ccccn1 | 6 | -1
COC(=O)CN(c1nc(C)cc(OC)n1)S(=O)(=O)c1ccc(C)cc1 | 4 | 13
O=[N+]([O-])c1cc(C(F)(F)F)ccc1NCCc1c[nH]c2ccc(O)cc12 | 6 | -43
CCOC(=O)N1CCN(C(=O)CSc2nnc(Cc3cccn3C)n2CCc2ccccc2)CC1 | 4 | -13
CC(=O)Nc1ccc(S(=O)(=O)NCc2cn3c(C)csc3n2)cc1 | -8 | 15
CCOc1ccc2nc(NC(=O)CSc3nc4c(c(=O)n(C)c(=O)n4C)n3C(C)C)sc2c1 | 7 | 5
COc1ccc(CNC(=O)c2ccc(S(=O)(=O)N3CCCC3)cc2)cc1OC | 2 | 16
CCSc1ccccc1C(=O)N1CCN(Cc2ccc3c(c2)OCO3)CC1 | -7 | 14
Cc1cc(N)n2ncc(-c3ccc(Cl)cc3)c2n1 | 3 | -17
COc1cc(C2=NOC(C(=O)N3CCCCCC3)C2)cc(OC)c1OC (configuration not stated) | -1 | 9
COc1ccc2c(c1)C(C1=C(O)CC(C)(C)CC1=O)C1=C(CC(C)(C)CC1=O)O2 (configuration not stated) | -8 | 1

The list continues.
SMILES | RAD54 inh | GSIS activator
COC(=O)C1Cc2c([nH]c3ccccc23)CN1 (configuration not stated) | -5 | 19
COc1ccc(N2C(=O)CC(N3CCC(C(N)=O)CC3)C2=O)cc1 (configuration not stated) | 1 | 22
COCCn1c(C)cc(C(=O)CSc2ncn[nH]2)c1C | 4 | -2
COc1cccc(NC(=O)CSc2nnc(CNC(=O)c3ccccc3)n2C)c1 | 3 | -3
Cc1ccc(-n2cccc2C(=S)N=P(N(C)C)(N(C)C)N(C)C)cc1 | 0 | -9
COc1ccc(NC(=O)CCCC(=O)OCC(F)(F)C(F)F)cc1 | 12 | 31
O=C(CCCc1ccccc1)Nc1cccnc1 | 6 | 9
O=C(CC(SCCO)c1ccc(F)cc1)c1ccco1 (configuration not stated) | 1 | 5
O=C(Nc1c(Cl)cccc1Cl)C1CCC1 | -1 | 9
Cc1cccc(N=C(N2CCOCC2)P(=O)(N2CCOCC2)N2CCOCC2)c1 | -16 | -2
Cc1cccc(Nc2nc(N3CCCCC3)nc(N3CCCCC3)n2)c1 | 5 | -30
CC(C)OCCCN1C(=O)c2ccccc2C1C(=O)NC1CCCCC1 (configuration not stated) | 3 | 9
Cc1ccc(-n2nnc3c(=O)n(CC(=O)NCC4CCCO4)cnc32)cc1 (configuration not stated) | -1 | 7
O=C(c1ccc(S(=O)(=O)N2CCCC2)cc1)N1CCCc2ccccc21 | 2 | -1
Cc1ccc(Nc2ncnc3c2oc2ccccc23)cc1 | -2 | 5
CCN(Cc1ccccc1)C(=O)COc1cc(=O)n(CC)c2ccccc12 | -5 | -1
CC12CCC(C(=O)NCCCn3ccnc3)(OC1=O)C2(C)C (configuration not stated) | -3 | -7
Cc1ccc(OCC(O)CN2CCN(CC(O)COC(C)C)CC2)c(C(C)(C)C)c1 (configuration not stated) | -2 | -25
COc1ccccc1NC(=O)CC(=O)CSc1nnc(-c2ccc(C)cc2)n1C | -6 | 9
CCOC(=O)c1sc(NC(=O)c2ccccc2F)c(C(N)=O)c1C | 2 | 17
CN(CC(=O)NCCc1ccccc1)S(=O)(=O)c1cccs1 | -6 | 12
Cc1cc(NS(=O)(=O)c2ccc(NC(=O)NC(C)(C(F)(F)F)C(F)(F)F)cc2)no1 | 3 | -3
CCN(CC)c1ccc(C(=O)OCc2cc(=O)oc3cc(O)ccc23)cc1 | -7 | 8
CC1(C)CC(=O)C=C(Nc2ccc(S(N)(=O)=O)cc2)C1 | -13 | 15
O=[N+]([O-])c1ccc(NNC(=S)Nc2ccc(F)cc2)cc1 | -15 | -20
CN1CCc2ccccc2CC1=O | -14 | 10
CCS(=O)(=O)c1ccc2oc(SCC(=O)NCCC3=CCCCC3)nc2c1 | -4 | 10
CCOC(=O)CNC(=O)c1cnn2cccnc12 | -6 | 13
CC(=O)c1cccc(NC(=O)c2ccc(NS(C)(=O)=O)cc2)c1 | -6 | 2
COC(=O)CCC(=O)Nc1ccc(C)cc1OC(=O)CCC(=O)OC | 6 | 4
COc1ccc(NC(=O)CSc2nc3c(c(=O)[nH]2)CCC3)cc1OC | -2 | 13
COc1cccc(C(=O)NC2CC3CCCC(C2)N3CC(=O)Nc2ccc(N(C)C)cc2)c1 (configuration not stated) | -23 | -17
CCOc1cc(S(=O)(=O)NCc2ccccc2)ccc1F | -1 | 1
COc1ccc(C2=NOC(C(=O)NCC(C)C)C2)cc1 (configuration not stated) | -11 | 9
O=C(CN1C(=O)c2ccccc2C1=O)N1CCN(C(=O)c2ccco2)CC1 | 1 | -6
COc1cccc(-c2cc(C(=O)Nc3cccc(O)c3)no2)c1 | 3 | -14
O=c1c2ccccc2cnn1CCOc1ccccc1 | -4 | 28
CC(=O)c1cc(-c2ccccc2)n(CC(=O)NCc2cccs2)c1C | -7 | -18
CC(C)c1nnc(NC(=O)c2cccnc2)s1 | -2 | 15
CC1CCN(C(=O)COC(=O)c2cc3ccccc3cc2O)CC1 | 18 | -3
C=CCn1c(C)c(C(C)=O)c(N2CCCC2)nc1=S | 12 | -5
COc1ccc(C(=O)COC(=O)CCN2C(=O)[C@@H]3[C@H](C2=O)[C@@H]2C[C@H]3C(Br)C2Br)cc1 (some centres not stated) | 1 | -28
COc1cc(C2C(C#N)=C(N)Oc3n[nH]c(C)c32)ccc1OC(=O)c1ccccc1 (configuration not stated) | 6 | -12
Cc1nn(C)cc1CNC(=O)Nc1ccc(Cl)cc1 | -4 | -2
COc1cc(C(=O)NCc2ccc(C)cc2)ccc1OC(F)F | -9 | -5
CCOCCCNC(=O)C1CCC(CNS(=O)(=O)c2ccc(F)cc2)CC1 (configuration not stated) | 2 | 9
COc1ccccc1NC(=O)c1cccc(NC(=O)c2ccco2)c1 | -17 | 20
COc1ccc(S(=O)(=O)N2CCCC2C(=O)NCc2cccs2)cc1 (configuration not stated) | 6 | 13
Cc1ccc(S(=O)(=O)N2CCN(S(=O)(=O)N3CCOCC3)CC2)c(C)c1 | 7 | -19
CCCCOC(=O)CCc1n[nH]c(=O)[nH]c1=O | -3 | 3

Later entries.
Below each SMILES: RAD54 inh, GSIS activator
> CCOC(=O)c1cc(C)n(S(=O)(=O)c2ccc(C)cc2)c1C
 : -1, -21
> Cc1cccnc1NC(=O)C1CCN(S(=O)(=O)c2cccs2)CC1
 : -14, -6
> CC(Oc1ccc2ccccc2c1)C(=O)NNC(=S)NC(=O)c1ccco1 (configuration not stated)
 : -14, -7
> CCCCn1c(SCC(=O)Nc2cc(C)[nH]n2)nc2ccsc2c1=O
 : -6, 8
> COc1ccc(/C=C2\CCn3c2nc2cc(C(=O)O)ccc2c3=O)cc1O
 : -2, -9
> O=C(Cc1ccccc1)NCc1ccc2c(c1)OCO2
 : -1, 8
> Cc1cc(=O)[nH]c(SCC(=O)NCCc2ccccc2)n1
 : -9, 16
> O=S(=O)(c1ccccc1)c1nc(-c2ccco2)oc1NCc1ccco1
 : -17, 28
> Cc1ccc2c3c(c(SCC(=O)Nc4nonc4C)nc2c1)CCCC3
 : -2, 17
> CCc1cc2ccc(OC)cc2nc1SCC(=O)Nc1cc(C)on1
 : -3, 48*
> S=c1[nH]nc(C2CCCCC2)n1/N=C/c1ccco1
 : 6, 39
> CCn1c(/C=C/N(C)c2ccccc2)[n+](CC)c2ccc(Cl)cc21
 : 29, -55
> CC(c1ccccc1F)n1cc(C(=O)NCCCn2ccnc2)nn1 (configuration not stated)
 : -5, 10
> CC(C)Cn1nnc2c(=O)oc3ccccc3c21
 : 11, -6
> CCC(CC)C(=O)NCCc1ccc(OC)c(OC)c1
 : 2, 10
> COc1ccc(N2CCN(Cc3nc4c(c(=O)n(C)c(=O)n4C)n3C(C)C(C)=O)CC2)cc1 (configuration not stated)
 : -4, 1
> Cc1cc(NC(=O)C2CC(c3ccc(Cl)cc3)=NO2)no1 (configuration not stated)
 : -2, 1
> N#CCc1ccc(C(=O)c2ccccc2F)s1
 : -3, 8
> CC(C)CNC(=O)c1ccccc1NC(=O)CN(c1ccc2c(c1)OCCO2)S(C)(=O)=O
 : -7, 15
> CC(C)NC(=O)CSc1nnc(-c2ccco2)n1N
 : -11, 7
> O=C(CN1C(=O)C2CC=CCC2C1=O)NC1=NCCS1 (configuration not stated)
 : -5, 18
> O=C(c1ccc(F)cc1)c1c[nH]c(C(=O)NCc2ccco2)c1
 : 4, -1
> CC(=O)c1cccc(NC(=O)Nc2cccnc2)c1
 : 1, 12
